SRC3 inh: inhibitors of human steroid receptor coactivator 3 (SRC3) | Q9Y6Q9 | HEK293 GAL4-SRC3 luciferase reporter, luminescence | inhibition, % at 3.6 µM | 360,000 compounds, 0.17% hits;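 active means inhibition above a per-campaign cutoff, the mean of all compounds plus 3 SD, cut at about 60% in these data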;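 further: 0% = DMSO-treated cells and 100% = gossypol-treated cells at 36 µM; higher means less SRC3-driven luciferase light from the GAL4 reporter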
TRAIL sens C8: sensitizes caspase-8 expressing cells to TRAIL; inhibition (viability loss, TRAIL sensitization), % at 10 µM; NB7+C8 cells + TRAIL, ATPlite viability luminescence; 360,000 compounds, 1% hits;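 active means compounds causing at least 50% loss of cell viability in the single-dose screen, relative to plate controls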
SRC1 inh: inhibitors of human steroid receptor coactivator 1 (SRC1); HEK293 GAL4-SRC1 luciferase reporter, luminescence; inhibition, % at 3.6 µM; 360,000 compounds, 0.12% hits; AID 588354;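 active means inhibition above the campaign mean plus 3 SD, with each screening campaign given its own cutoff, cut at about 60% in these data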;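 further: 0% = DMSO treated cells and 100% = gossypol at 36 µM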
COUP-TFII inh: inhibitors of human COUP-TFII (NR2F2); P24468; HEK293T NGFI-A luciferase reporter, luminescence; inhibition, % at 8.6 µM; 370,000 compounds, 0.7% hits;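 active means inhibition above a per-plate cutoff, mean inhibition of test wells between control levels plus 3 SD, cut at about 38% in these data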;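 further: cells cotransfected with COUP-TFII expression vector driving the NGFI-A reporter; 0% = median of COUP-TF2 test wells and 100% = reporter-only cells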
Target sequence (P24468 whole entry, looked up): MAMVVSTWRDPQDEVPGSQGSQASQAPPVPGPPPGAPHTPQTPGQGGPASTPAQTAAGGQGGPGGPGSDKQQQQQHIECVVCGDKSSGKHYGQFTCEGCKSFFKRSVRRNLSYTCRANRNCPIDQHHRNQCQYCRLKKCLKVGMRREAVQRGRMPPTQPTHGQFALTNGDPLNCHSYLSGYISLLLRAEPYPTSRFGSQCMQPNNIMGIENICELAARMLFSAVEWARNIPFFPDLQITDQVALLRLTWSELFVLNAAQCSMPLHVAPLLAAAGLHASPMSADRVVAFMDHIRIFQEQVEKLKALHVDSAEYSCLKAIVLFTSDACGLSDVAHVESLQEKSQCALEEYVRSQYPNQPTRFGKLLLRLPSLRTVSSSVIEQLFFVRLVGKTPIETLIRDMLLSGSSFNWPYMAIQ
NR5A2 inv ag: suppresses constitutive activity of human LRH-1; O00482; HEK293T StAR-luciferase reporter, LRH-1 transfected, 24 h; inhibition, % at 3.6 µM; 360,000 compounds, 0.13% hits;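 active means inhibition above the mean inhibition of all tested compounds plus 3 SD, cut at about 73% in these data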;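 further: 0% = DMSO wells and 100% = reporter-only cells lacking LRH-1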
Target sequence (O00482 whole entry, looked up): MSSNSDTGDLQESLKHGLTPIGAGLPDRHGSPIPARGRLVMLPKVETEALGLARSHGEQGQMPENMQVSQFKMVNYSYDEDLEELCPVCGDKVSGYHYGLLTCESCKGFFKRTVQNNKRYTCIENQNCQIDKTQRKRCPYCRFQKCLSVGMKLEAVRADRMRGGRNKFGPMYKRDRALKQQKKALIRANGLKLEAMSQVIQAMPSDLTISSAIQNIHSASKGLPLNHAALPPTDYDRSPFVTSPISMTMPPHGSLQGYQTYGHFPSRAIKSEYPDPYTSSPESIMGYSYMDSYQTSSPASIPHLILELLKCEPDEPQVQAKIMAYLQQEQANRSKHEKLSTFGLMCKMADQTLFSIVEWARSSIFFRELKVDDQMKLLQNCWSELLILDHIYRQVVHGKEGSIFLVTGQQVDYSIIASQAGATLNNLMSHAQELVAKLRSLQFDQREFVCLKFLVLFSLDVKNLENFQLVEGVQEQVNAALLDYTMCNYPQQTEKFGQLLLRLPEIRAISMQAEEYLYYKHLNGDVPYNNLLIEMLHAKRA
TWEAK-Fn14 inh: blocks TWEAK-Fn14 interaction in a reporter cell assay. 360,000 compounds, 2% hits. AID 1159606. TWEAK-stimulated Fn14 reporter cells, luciferase luminescence, 8 h. inhibition, % at 10 µM; in the data active means inhibition above about 50%
EBV LMP1 NFkB: inhibitors of Epstein-Barr LMP1-induced NF-kappaB reporter; LMP1-induced NF-kappaB luciferase reporter cells, luminescence; inhibition, % at 12.5 µM; 350,000 compounds, 0.69% hits; in the data active means inhibition above about 41%;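 further: 0% = neutral control wells and 100% = reference inhibitor control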
SRC2 inh: human SRC2 (NCOA2) inhibition. Q15596. HEK293 GAL4-SRC2 luciferase reporter, luminescence. inhibition, % at 9 µM. 370,000 compounds, 0.17% hits. AID 651957;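 active means inhibition above the mean inhibition of all tested compounds plus 3 SD, set per campaign, cut at about 52% in these data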;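 further: 0% = DMSO treated cells and 100% = cells given Gossypol at 36 µM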
KKLEB cytotox: counter-screen for CF NF-kB inhibitors: cytotoxicity; KKLEB CF airway cells viability, ATPlite luminescence, overnight; hits give low values; cells stimulated with P. aeruginosa culture filtrate; activity change (cytotoxicity), % at 5 µM; 360,000 compounds, 0.36% hits;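 active means corrected activity change at or below -50% at 5 µM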
CF NFkB inh: cystic fibrosis NF-kB activation inhibition; KKLEB NF-kB-GFP reporter, PAF-induced, GFP fluorescence overnight; inhibition, % at 5 µM; 360,000 compounds, 0.86% hits;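 active means at least 50% inhibition at 5 µM, scaled per plate between neutral and stimulator controls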;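 further: PAF is a Pseudomonas aeruginosa culture filtrate used as stimulus; plate controls were PAF-stimulated DMSO wells for no effect and unstimulated DMSO wells for full effect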
TROY signal inh: blocks TROY-dependent signaling in reporter cells. Q293 LMP1-TROYcd NF-kB luciferase reporter, 4 h. inhibition, % at 10 µM. 360,000 compounds, 0.98% hits;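 active means compounds whose plate-normalised and pattern-corrected inhibition of the luciferase reporter signal at the single screening dose is 50% or more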
The depositor's hits bear a star.

Compound | SRC3 inh | TRAIL sens C8 | SRC1 inh | COUP-TFII inh | NR5A2 inv ag | TWEAK-Fn14 inh | EBV LMP1 NFkB | SRC2 inh | KKLEB cytotox | CF NFkB inh | TROY signal inh
COc1ccc(NC(=S)NCc2ccc(S(N)(=O)=O)cc2)c(OC)c1 | 21 | 6 | -19 | 2 | -3 | 12 | 3 | -2 | 3 | 5 | 14
O=C(NCCc1ccccn1)c1ccc(OC2CCN(CCc3ccccc3)CC2)cc1 | -132 | 17 | -99 | -35 | -138 | 24 | -2 | -33 | 8 | -5 | 9
O=C(CCCCCNC(=O)N1CCn2c1nc1ccccc12)N[C@H](Cc1ccccc1)C(=O)O | 14 | -11 | -16 | -17 | 6 | 6 | -3 | -4 | 8 | 14 | 1
CCC(C)N1CC(=O)N2C(c3ccc(OC)cc3OC)c3[nH]c4ccccc4c3C[C@H]2C1=O (stereo partly drawn) | -2 | -11 | -29 | -9 | -8 | -10 | 1 | -16 | -8 | 25 | 1
O=[N+]([O-])c1ccc(/C=N/n2cn[nH]c2=S)cc1 | -15 | 9 | 5 | -10 | -15 | -11 | 0 | -8 | -4 | -2 | -16
C=C(C)Cn1c(SCC)nc2ccccc2c1=O | -4 | 3 | -13 | 7 | 11 | -12 | 0 | -10 | -8 | 4 | 7
O=C(O)c1cc(-c2ccccc2)n[nH]1 | 7 | -12 | 1 | 2 | -1 | -15 | 4 | -29 | 14 | -20 | -56
C=C(C)CSc1nc2nc(C)c(Br)cc2[nH]1 | -43 | 21 | -59 | -38 | -103 | 21 | -2 | -44 | -13 | -8 | -10
O=C1CCN(Cc2ccc(O)cc2)CCN1[C@H](CO)Cc1ccccc1 | -12 | -5 | 7 | -19 | 10 | 1 | 6 | 4 | -5 | -8 | -13
O=C(Cc1ccccc1)NC(=S)Nc1cccc(C(F)(F)F)c1 | -1 | -8 | -9 | 9 | 4 | -7 | -2 | 10 | -6 | -16 | -21
CCOC(=O)c1c(CN2CCCCC2)n(C)c2ccc(OC)c(S(=O)(=O)c3ccccc3)c12 | 0 | 9 | -8 | -3 | -1 | 16 | 1 | -49 | 5 | 5 | -13
O=C(CSc1ncccn1)NCC1CCCO1 (stereo not drawn) | 11 | -11 | -26 | 5 | -2 | 4 | 5 | 0 | -14 | 21 | -3

Sorted by the number under SRC1 inh (high to low): four of the compounds above
Molecule | SRC1 inh
O=C1CCN(Cc2ccc(O)cc2)CCN1[C@H](CO)Cc1ccccc1 | 7
O=[N+]([O-])c1ccc(/C=N/n2cn[nH]c2=S)cc1 | 5
O=C(Cc1ccccc1)NC(=S)Nc1cccc(C(F)(F)F)c1 | -9
CCC(C)N1CC(=O)N2C(c3ccc(OC)cc3OC)c3[nH]c4ccccc4c3C[C@H]2C1=O (stereo partly drawn) | -29

Some of these compounds in order of length of the SMILES, low to high.
Compound | SRC3 inh | TRAIL sens C8 | SRC1 inh | COUP-TFII inh | NR5A2 inv ag | TWEAK-Fn14 inh | EBV LMP1 NFkB | SRC2 inh | KKLEB cytotox | CF NFkB inh | TROY signal inh
C=C(C)CSc1nc2nc(C)c(Br)cc2[nH]1 | -43 | 21 | -59 | -38 | -103 | 21 | -2 | -44 | -13 | -8 | -10
O=[N+]([O-])c1ccc(/C=N/n2cn[nH]c2=S)cc1 | -15 | 9 | 5 | -10 | -15 | -11 | 0 | -8 | -4 | -2 | -16
COc1ccc(NC(=S)NCc2ccc(S(N)(=O)=O)cc2)c(OC)c1 | 21 | 6 | -19 | 2 | -3 | 12 | 3 | -2 | 3 | 5 | 14

Later entries.
Compound | SRC3 inh | TRAIL sens C8 | SRC1 inh | COUP-TFII inh | NR5A2 inv ag | TWEAK-Fn14 inh | EBV LMP1 NFkB | SRC2 inh | KKLEB cytotox | CF NFkB inh | TROY signal inh
O=C(Nc1ccc(N2CCN(C(=O)c3ccccc3)CC2)cc1)c1cccs1 | -6 | 13 | -4 | 7 | -26 | 5 | 21 | -13 | 12 | 15 | -7
O=S(=O)(c1ccc2c(c1)OCCO2)N1CCNCC1 | 9 | 7 | -3 | 6 | 11 | -22 | -4 | -5 | -24 | 8 | -4
Cc1ccc(N(C)C(=O)N2CCN(S(=O)(=O)c3ccc(C)c(C)c3)CC2)cc1 | -3 | 3 | -2 | 19 | 11 | 8 | -1 | -8 | 0 | 2 | 10
O=C(COc1ccccc1F)Nc1cc(S(=O)(=O)N2CCOCC2)ccc1N1CCOCC1 | 18 | -6 | 14 | -1 | 16 | 7 | 0 | 11 | -8 | -14 | 10
Cc1nn(C(C)c2nc(-c3ccccc3)no2)c(C)c1[N+](=O)[O-] (stereo not drawn) | -16 | 1 | -44 | -3 | -16 | -13 | 1 | -14 | 0 | 8 | -47
CCCCN(C)C(=O)C1CCN(Cc2ccc(OCc3ccccc3)cc2)CC1 | 1 | 9 | -18 | 12 | 20 | 10 | 6 | 15 | 1 | 5 | 31
Cn1c(=O)n(C/C=C/c2ccccc2)c(=O)c2c1nc1n2CCCN1Cc1ccccc1 | -2 | 16 | 3 | -11 | 10 | 2 | 6 | 4 | -3 | -3 | 13
COc1ccc(N2CC(C(=O)Nc3cccnc3)CC2=O)cc1 (stereo not drawn) | -8 | -30 | 4 | -14 | -12 | 5 | 1 | -6 | 2 | -8 | -23
Cn1c(SCC(=O)NC2CCCCC2)nnc1-c1ccccn1 | 17 | 14 | 6 | 9 | 10 | 7 | 0 | -22 | 1 | 9 | -8
C=CCOc1ccc(Br)cc1CNCC | 12 | -6 | 14 | 8 | 2 | -7 | 0 | -13 | 14 | -16 | 0
Cc1[nH]c2ccccc2c1C(=O)C(=O)Nc1ccc2c(c1)OCCO2 | -41 | 3 | -43 | -31 | -54 | -34 | -35 | -52 | 11 | -13 | -27
Cc1ccc(NC(=O)c2cc(-c3cc(Cl)ccc3O)n[nH]2)cc1C | -3 | 11 | 13 | -4 | -5 | -17 | -5 | 14 | -9 | -11 | -20
O=C(CSc1n[nH]c(=O)n1-c1ccccc1)N1CCOCC1 | 9 | -1 | -7 | 9 | 0 | -5 | 7 | -13 | -4 | 0 | 0
COc1ccccc1-c1nnc(NC(=O)C(C)C)s1 | -40 | 4 | -31 | -25 | -29 | -19 | -1 | -26 | -3 | -4 | -14
Nc1cc(N)nc(CS)n1 | 2 | 4 | -1 | 1 | 1 | 7 | 0 | -4 | -4 | 9 | 1
COc1ccc(N2CCN(C(=O)CN(Cc3ccc(Cl)cc3)S(C)(=O)=O)CC2)cc1 | 15 | -8 | 2 | -4 | -7 | 1 | -4 | 7 | -1 | -13 | 3
Cc1ccc(S(=O)(=O)NCC(c2cccnc2)N(C)C)cc1 (stereo not drawn) | 4 | -1 | -5 | 10 | -6 | -24 | -18 | 1 | -6 | 2 | -15
COc1cc(OC)cc(N2CC(C)(C)C2=O)c1 | 16 | -2 | -3 | 3 | 6 | 9 | -11 | -43 | 2 | -8 | -6
COC(=O)c1ccc(NC(=O)Cc2ccc(F)cc2)cc1 | -17 | 7 | -21 | -27 | -40 | 4 | -11 | -19 | 3 | -12 | -58
Cc1ccc(S(=O)(=O)NCC(=O)N(CC(=O)NC2CCCCC2)CC2CCCO2)cc1 (stereo not drawn) | 7 | 8 | 12 | 23 | 3 | 21 | 6 | 10 | 5 | 7 | 0
CC(=O)C(=Nc1cccc(Cl)c1)NNc1ccccc1C | 13 | -2 | 1 | 20 | 11 | -9 | -3 | -18 | 4 | -4 | -10
CC(=O)Nc1nc(CCN2C(=O)c3ccccc3C2=O)cs1 | 8 | -14 | -28 | -8 | 2 | 10 | 14 | 7 | -4 | -14 | 1
Cn1cccc1C(=O)NNC(=O)COc1ccc(C#N)cc1 | 2 | -7 | -7 | -6 | 12 | -11 | -2 | -2 | 0 | 12 | 1
O=C(O)CC/C(=N\Nc1ccc(Cl)cc1)c1cccs1 | -10 | -20 | -1 | 1 | 27 | -5 | -16 | 5 | -3 | -3 | -19

(more compounds)
Every second line gives: SRC3 inh	TRAIL sens C8	SRC1 inh	COUP-TFII inh	NR5A2 inv ag	TWEAK-Fn14 inh	EBV LMP1 NFkB	SRC2 inh	KKLEB cytotox	CF NFkB inh	TROY signal inh
Nn1cnc2cc3ccccc3cc2c1=O
  -38	1	3	-4	13	-21	-4	-21	-4	-9	-4
CC(O)c1nc2ccccc2n1CC(=O)N1CCN(c2ccccc2)CC1 (stereo not drawn)
  17	-2	-9	4	12	27	-7	1	-7	15	-9
CCOc1ccc(C(CC(=O)O)NC(=O)COc2ccccc2OC)cc1OC (stereo not drawn)
  1	-8	-5	-2	0	1	2	-3	8	-10	19
CC(=O)c1cccc(NC(=O)NNC(=O)c2ccc(-c3ccccc3)cc2)c1
  20	-1	-6	5	2	-12	-1	-22	11	1	-1
COC(=O)C(Cc1ccc(O)cc1)NC(=O)c1ccccc1 (stereo not drawn)
  14	0	4	-10	1	4	-28	-6	6	3	-33
O=C1Nc2ccc(Br)cc2C12NNc1ccccc1O2 (stereo not drawn)
  9	20	10	2	16	6	-24	3	7	-83	-13
Cc1cc(C(=O)OCC(=O)N2CCOCC2)c(C)n1-c1ccccc1
  -8	22	-31	-8	-25	-5	-12	-6	-15	-10	-28
COc1cccc(C(=O)N2CCN(S(=O)(=O)Cc3ccccc3)CC2)c1
  10	-8	7	-6	-4	-5	-4	-5	15	-12	17
COc1cccc(CNn2c(-c3cccc(C)c3)nc3ccccc3c2=O)c1O
  9	-20	-1	-2	13	-13	-3	1	7	4	-3
OCCNc1ncnc2ccc(Br)cc12
  41	23	37	17	11	35	-4	19	1	22	22
COc1ccc2nc(SCC(=O)Nc3c(C)cccc3C)[nH]c2c1
  9	7	7	7	-1	-5	-2	10	-23	9	3
CSCCC(NC(=O)c1ccc(Cl)cc1Cl)C(=O)OCC(N)=O (stereo not drawn)
  12	-12	14	11	-11	-1	1	-6	2	-17	-15
COC(=O)c1ccc(N2CCN(c3ccccc3)CC2)c(NC(=O)C2CC2)c1
  12	-4	10	-2	-13	1	16	3	1	6	2
N#C/C(C(N)=O)=C1/SC(Cc2ccc(F)cc2)C(=O)N1c1ccccc1 (stereo not drawn)
  16	-17	1	1	7	7	11	-9	-1	-9	0
Cc1c(Cl)cccc1NC(=O)CNC(=O)Cc1n[nH]c(=O)c2ccccc12
  -7	-5	-6	1	-9	-3	11	-20	1	0	8
CCOC(=O)C1=C(C)NC(=O)NC1c1ccsc1 (stereo not drawn)
  11	0	-13	-3	6	19	0	-14	-11	4	23
CC(=O)c1c(C)[nH]c(C(=O)Nc2nc(-c3ccccc3)c(C)s2)c1C
  5	7	-11	-8	9	24	-3	-6	3	-21	-13
C/C(N)=C(/C#N)C(=O)COC(=O)c1ccc(NC(N)=O)cc1
  22	0	18	-12	9	-5	1	-18	-5	7	-4
O=C(Cc1ccccc1)Nc1ccc2c(c1)OC1(CCCC1)O2
  -66	-2	-85	-64	-87	-21	-11	-69	0	3	-28
Cc1ccc(-n2nnnc2Sc2nc([N+](=O)[O-])nn2C)cc1
  4	-30	-18	18	35	7	6	21	-12	10	8

The order is random; about 4.2% have a hit in one of these screens.
